PL synth Enamine = blocks phospholipid synthesis in CHO cells, Enamine compounds; AID 1347385; 0.4% of 20,000 active; calls only at 10 µM; ZR-82 CHO cells, pyrene fatty acid UV survival, CellTiter Blue; peroxisome-deficient CHO-K1 mutant line; plus DGAT-1, DGAT-2 and ACAT inhibitors;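 active = cell survival signal 2 SD away from solvent-only control wells, confirmed on one or two retests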;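 note: 3 h compound exposure then viability read about one day after UV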
Calls only; i = inactive. This is a subset, so the mix of outcomes need not match the whole.

| SMILES | PL synth Enamine |
| --- | --- |
| CCOC(=O)CC1C(=O)NCCN1c1nc2ccccn2c(=O)c1/C=C1\SC(=S)N(CC2CCCO2)C1=O (stereo not given) | i |
| O=C1N/C(=N/N=C/c2cccnc2)SC1Cc1ccc(SC(F)F)cc1 (stereo not given) | i |
| Nc1ccc2oc(-c3cc(F)c(F)cc3Cl)nc2c1 | i |
| CC1CCCCC12NC(=O)N(CN1CCN(Cc3cc(=O)n4ccsc4n3)CC1)C2=O (stereo not given) | i |
| Cc1ncsc1CCOC(=O)CC12CC3CC(CC(C3)C1)C2 | i |
| O=C1C(Cl)=C(N2CCOCC2)C(=O)c2ccc(S(=O)(=O)N3CCOCC3)cc21 | i |
| O=C1c2ccccc2C(=O)C12Cc1cc3ccccc3nc1N1CCCCC12 (stereo not given) | i |
| C#CCC(NS(=O)(=O)c1ccc(Cl)s1)C(=O)O (stereo not given) | i |
| c1ccc(C2=NN(c3ccccc3)C(c3cn(-c4ccccc4)nc3-c3ccc4ccccc4c3)C2)cc1 (stereo not given) | i |
| FC(F)Oc1ccc(NC(=S)NNc2c(Cl)cc(Cl)cc2Cl)cc1 | i |
| Fc1cc2c(c(Cn3c(-c4cscn4)nc4ccccc43)c1)OC(c1ccccc1)OC2 (stereo not given) | i |
| CC(C)(C)NC(=O)COC(=O)c1ccc(Br)o1 | i |
| Nc1nc(-c2cc(F)ccc2F)cs1 | i |
| O=C(CSc1nnc(-c2c[nH]c3ccccc23)o1)N1CCCC1c1ccc2c(c1)OCCO2 (stereo not given) | i |
| O=[N+]([O-])c1ccc(OS(=O)(=O)c2cccc(Cl)c2Cl)c(Cl)c1 | i |
| Cc1cc(COC(=O)c2cc3c(s2)CCC(C)C3)no1 (stereo not given) | i |
| CCOC(=O)Cc1c(C)nc(=O)[nH]c1C | i |
| CC1CCc2c(sc3ncnc(NCCN4CCOCC4)c23)C1 (stereo not given) | i |
| O=S(=O)(Nc1ccc2cn[nH]c2c1)c1ccc(F)c(F)c1F | i |
| O=C(CN1CCOCC1)N1N=C(c2cccs2)CC1c1ccco1 (stereo not given) | i |
| CCCn1c(SCC(=O)c2cc(C)n(C3CC3)c2C)n[nH]c1=O | i |
| FC(F)Oc1ccccc1C1Oc2ccccc2C2CC(c3ccc4c(c3)OCCO4)=NN21 (stereo not given) | i |
| O=S(=O)(c1ccc(N2CN(S(=O)(=O)c3ccccc3)c3nc4ccccc4nc32)cc1)N1CCCCC1 | i |
| FC(F)(F)c1cc(Oc2nc(CN3CCOCC3)nc3sc4c(c23)CCC4)cc(C(F)(F)F)c1 | i |
| NC(=NN=C1CCCCCC1)SCn1nnc2ccccc2c1=O | i |
| O=C(NCCCn1ccnc1)c1ccc(Cl)s1 | i |
| Nc1sc(-c2ccccc2)n[n+]1CCCCS(=O)(=O)[O-] | i |
| CCN(CC)S(=O)(=O)c1cc(C(=O)O)n(C)c1 | i |
| Cc1nc2sc(C(=O)N(C)Cc3ccc(Br)s3)c(C)c2c(=O)[nH]1 | i |
| Cc1cc(C)n(-c2nnc3c(n2)[nH]c2ccccc23)n1 | i |
| CCN1C(=S)SC(=O)C1=C1C=C(C)OC(C)=C1 | i |
| CC(=O)c1sc2nc(CSc3nnnn3Cc3cccs3)[nH]c(=O)c2c1C | i |
| Cn1ccnc1C(=O)c1cc(=S)[nH]c2ccccc12 | i |
| COCCn1c(O)c(C(C)=NCC(C)(C)N2CCOCC2)c(=O)[nH]c1=S | i |
| Fc1c(F)c(F)c(CSc2nnc(-c3ccc4c(c3)OCO4)o2)c(F)c1F | i |
| CN(C1CCCCC1)S(=O)(=O)c1ccc(N)cc1 | i |
| Cc1cc(C)c(C)c(S(=O)(=O)N2CCN(Cn3c(=S)oc4ccccc43)CC2)c1C | i |
| O=c1c2ccccc2sn1-c1ncc([N+](=O)[O-])s1 | i |
| COc1ccc(OC)c(-c2csc(N)n2)c1 | i |
| COCCn1c(O)c(C=NCCSCc2cccs2)c(=O)[nH]c1=S | i |
| O=C(NC(=S)NC1CCSC1=O)c1ccco1 (stereo not given) | i |
| NC(=NS(=O)(=O)c1ccc(Cl)cc1)c1ccc(Cl)cc1 | i |
| O=C(CSc1nnc(C2CC2)n1C1CC1)c1ccc2c(c1)OCO2 | i |
| Cc1ccc(-n2c(-c3ccncc3)n[nH]c2=S)cc1 | i |
| COc1ccc(-c2nn[nH]n2)cc1OC | i |
| CC(C)N1C(=O)S/C(=C\c2ccc(N3CCOCC3)o2)C1=O | i |
| Cc1cc(C(=O)CSc2ncnc3sccc23)c(C)n1C1CC1 | i |
| Cc1cc(-n2c(C)cc(C(=O)COC(=O)C3CC4CCCC(C3)C4=O)c2C)no1 (stereo not given) | i |
| COC(=O)c1c(SCC(C)C)nc(=O)[nH]c1C | i |
| Cc1cc(C(=O)CN2C(=O)NC(CC(C)C)C2=O)c(C)n1C1CC1 (stereo not given) | i |
| CC(C)(C)c1cc(C(c2ccncc2)N2CCOCC2)cc(C(C)(C)C)c1O (stereo not given) | i |
| Cc1noc(C)c1CSc1cc(C)c2ccccc2n1 | i |
| Nc1nc(=S)nc(-c2cccs2)[nH]1 | i |
| Oc1ccc(/C=C/c2ccc3ccccc3n2)cc1 | i |
| CC1Cc2ccccc2N1Sc1ccc([N+](=O)[O-])cc1 (stereo not given) | i |
| Cc1ccnc(NC(c2ccc(C(F)(F)F)cc2)c2ccc3cccnc3c2O)c1 (stereo not given) | i |
| C[N+]1(Cc2ccc(F)cc2)CCN(/C=C/C(=O)C(F)(F)F)CC1 | i |
| Cc1cc(N=Cc2cc(C)n(-c3ccc(I)cc3)c2C)n(-c2ccccc2)n1 | i |
| S=C(N=P(c1ccccc1)(N1CCOCC1)N1CCOCC1)N1CCN(c2ccccc2)CC1 | i |
| CC1=CCC2C(C)(C)CCCC2(C)C1CC/C(C)=C/CC/C(C)=N/NC(N)=O (stereo not given) | i |

The list goes on:
SMILES	PL synth Enamine
O=C1C2C3c4ccccc4C(c4ccccc43)C2C(=O)N1c1ccc2ccccc2c1 (stereo not given)	i
O=C1OC(c2cccc3ccccc23)=N/C1=C\c1ccc2c(c1)OCO2	i
CCOC(=O)C1=C(COC(=O)CCC(=O)c2ccc(C)s2)NC(=O)NC1C (stereo not given)	i
Cc1nc(Sc2nnc3sc4ccccc4n23)c2c3c(sc2n1)CCC3	i
CN(C)S(=O)(=O)c1ccc(Cl)c(N=Cc2ccco2)c1	i
Cn1nnnc1SCC(=O)c1c(N)n(C)c(=O)n(C)c1=O	i
COc1ccc(NC2=NCCC2)cc1	i
c1csc(-c2nnc(COc3ncnc4sc5c(c34)CCC5)o2)c1	i
O=C1c2cccc3cccc(c23)N1CO	i
C=CCNC(=S)N/N=C/c1ccc(C)s1	i
NS(=O)(=O)c1ccc(N/N=C2\CC3CC=CC23)c([N+](=O)[O-])c1 (stereo not given)	i
CCN1CCN(CCS(=O)(=O)OCC(F)(F)F)CC1	i
O=S1(=O)N=C(N2CCN(c3ccccn3)CC2)c2ccccc21	i
Nc1nc2ccccc2o1	i
c1ccc(C2=NN3C(C2)c2ccccc2OC32CCCCC2)cc1 (stereo not given)	i
Oc1ccc(/C=N/N2CCCCC2)c(O)c1O	i
COc1cc(-c2csc(N)n2)cc(OC)c1OC	i
Fc1ccc(Oc2nc(CSc3ccc(Cl)cc3)nc3sc4c(c23)CCC4)c(Cl)c1	i
C=CCOc1c(Cl)cc(S(=O)(=O)c2cc(Cl)c(O)c(Cl)c2)cc1Cl	i
CN1CCN(/N=C/c2ccccc2I)CC1	i
COc1ccc(S(=O)(=O)NCCCN(C)C)cc1OC	i
O=P(O)(Oc1ccc(Cl)cc1)Oc1ccc(Cl)cc1	i
Cc1ccc2c(Cl)cc(Cl)c(Oc3ncnc4sc5c(c34)CCC5)c2n1	i
O=C(O)C12CC3CC(CC(C(=O)O)(C1)C3(F)F)C2(F)F	i
Cc1cc(C(=O)CN2C(=O)C(=O)N(CCC3=CCCCC3)C2=O)c(C)n1Cc1ccco1	i
COc1cc2c(cc1NC(=S)Nc1ccc(OC(F)F)cc1)oc1ccccc12	i
Cc1noc(C)c1S(=O)(=O)NC1CCSc2ccccc21 (stereo not given)	i
Cn1nc(N2CCCC(C(N)=O)C2)c(=O)n(C)c1=O (stereo not given)	i
CC(=O)N1CC(=O)N=C1SCC(=O)Nc1nc2c(s1)CCCC2	i
O=S(=O)(c1ccc2c(c1)OCCO2)N1CCCC1	i

Among those listed so far, these contain bromine:
SMILES	PL synth Enamine
CC(C)(C)NC(=O)COC(=O)c1ccc(Br)o1	i
Cc1nc2sc(C(=O)N(C)Cc3ccc(Br)s3)c(C)c2c(=O)[nH]1	i

Next section
SMILES	PL synth Enamine
O=C(CN1CCN(Cc2nc3scc(-c4ccco4)c3c(=O)[nH]2)CC1)N1CCOCC1	i
OC12CC3CC(C1)CC(c1cc(-c4ccccc4Cl)c4cc(Cl)ccc4n1)(C3)C2	i
O=C(CN1C(=O)NC2(CCCCCC2)C1=O)NC1CCCCCC1	i
CC1=CC(C)(C)Nc2ccc(C)cc21	i
CN1/C(=C\C=N\NC(N)=S)C(C)(C)c2ccccc21	i
Brc1ccc(OCCOc2cccc(-n3cnnn3)c2)cc1	i
O=C(c1ccco1)N1CCN(C(=O)c2cc3c(=O)n4ccccc4nc3s2)CC1	i
COc1cc(-c2nc3c4ccccc4c4ccccc4c3[nH]2)cc(OC)c1OC	i
CCSc1nnc(NC(=O)c2cnccn2)s1	i
CC(C)(C)OC(=O)NCC(=O)O	i
N=C1C([P+](c2ccccc2)(c2ccccc2)c2ccccc2)=C(O)CN1Cc1ccccc1	i
COc1ccc(NC(=S)NCCN(C)C)cn1	i
C=CCn1c(SCc2cc(=O)n3ccsc3n2)nc2sc(C)c(C)c2c1=O	i
CN(C)/C=N/N=C(\Cc1nc2ccccc2[nH]1)c1ccccc1	i
O=C(O)c1c(NC(=O)C2CCCCC2)sc2c1CCC2	i
CN(C)C1(CNC(=O)C23CC4CC(CC(Cl)(C4)C2)C3)CCCCC1	i
CCCCNc1n[nH]c(=S)s1	i
CC(=O)c1sc2nc(CN(C)C3CCC(C)CC3)[nH]c(=O)c2c1C (stereo not given)	i
CC(C)CN(C1CCS(=O)(=O)C1)S(=O)(=O)c1ccc(C(C)(C)C)cc1 (stereo not given)	i
O=C(O)CCC12CC3CC(CC(C3)C1)C2	i
O=[N+]([O-])c1ccc(/C=C/C2=NN(c3ccccc3)C(c3ccc([N+](=O)[O-])cc3)C2)cc1 (stereo not given)	i
OC(Cc1nc2ccccc2[nH]1)c1nc2ccccc2[nH]1 (stereo not given)	i
O=C(Oc1ccc2c(c1)OCO2)c1cc(F)c(F)c(F)c1F	i
NC(=O)c1ccsc1NC(=O)CSc1nnc(-c2cccs2)o1	i
O=[N+]([O-])c1cccc2ccc(/C=C/c3cn(-c4ccccc4)nc3-c3cc4ccccc4o3)nc12	i
Cc1ccc(Nc2nc(=O)c3cc([N+](=O)[O-])ccc3s2)cc1	i
O=C(CNC(=O)c1ccc(Br)o1)NNC(=O)C12CC3CC(CC(C3)C1)C2	i
Fc1cc(Br)ccc1CO/N=C/c1ccc(OCc2ccccc2)cc1	i
O=C(Nc1ccccc1)Nc1nc(=O)c2ccccc2s1	i
CC(=O)NC(C)C(=O)NC(C)C1CC2CCC1C2 (stereo not given)	i
O=C(O)c1cc(S(=O)(=O)N2CCCC2)c[nH]1	i
Cc1cc(=O)[nH]c(SCc2cn3ccsc3n2)n1	i
Cn1c(C2CCS(=O)(=O)C2)n[nH]c1=S (stereo not given)	i
NC(=S)N/N=C1\CCCC1c1ccccn1 (stereo not given)	i
Fc1ccc(C2Oc3ccccc3C3CC(c4ccc5c(c4)OCCO5)=NN32)cc1 (stereo not given)	i
O=C(CSc1nnnn1C1CCCC1)N(Cc1cccs1)C1CCS(=O)(=O)C1 (stereo not given)	i
O=C(NN=Cc1c(O)[nH]c(=O)[nH]c1=O)C1CCCCC1	i
c1ccc2c(c1)OCC(c1nnc3c4c5c(sc4ncn13)CCCC5)O2 (stereo not given)	i
CC1CC(C)CN(C(=O)CN2C(=O)NC3(CCCCCCC3)C2=O)C1 (stereo not given)	i
S=c1[nH]cnc2sc3c(c12)CCCC3	i
O=[N+]([O-])c1cccc(/C=N/NP2(=O)C=C(c3ccccc3)OC(c3ccccc3)=C2)c1	i
Cc1csc(=O)n1CC(=O)NC(C)C12CC3CC(CC(C3)C1)C2 (stereo not given)	i
O=[N+]([O-])c1cc(C(F)(F)F)ccc1NN=C1CCCC1	i
Cc1cc(C(=O)CN2CCN(S(=O)(=O)c3cccs3)CC2)c(C)n1C1CC1	i
COCCn1c(C)cc(C(=O)Cn2nc(C)c([N+](=O)[O-])c2C)c1C	i
CCCCn1c(=O)[nH]c(=O)c2c1nc(CSc1nnnn1C1CC1)n2CC	i

Filtered by structure, the compounds so far with a carbonyl joined to an NH by a bond outside any ring (17)
SMILES	PL synth Enamine
CC(C)(C)NC(=O)COC(=O)c1ccc(Br)o1	i
O=C(NCCCn1ccnc1)c1ccc(Cl)s1	i
O=C(NC(=S)NC1CCSC1=O)c1ccco1 (stereo not given)	i
CC1=CCC2C(C)(C)CCCC2(C)C1CC/C(C)=C/CC/C(C)=N/NC(N)=O (stereo not given)	i
Cn1nc(N2CCCC(C(N)=O)C2)c(=O)n(C)c1=O (stereo not given)	i
CC(=O)N1CC(=O)N=C1SCC(=O)Nc1nc2c(s1)CCCC2	i
O=C(CN1C(=O)NC2(CCCCCC2)C1=O)NC1CCCCCC1	i
CCSc1nnc(NC(=O)c2cnccn2)s1	i
CC(C)(C)OC(=O)NCC(=O)O	i
O=C(O)c1c(NC(=O)C2CCCCC2)sc2c1CCC2	i
CN(C)C1(CNC(=O)C23CC4CC(CC(Cl)(C4)C2)C3)CCCCC1	i
NC(=O)c1ccsc1NC(=O)CSc1nnc(-c2cccs2)o1	i
O=C(CNC(=O)c1ccc(Br)o1)NNC(=O)C12CC3CC(CC(C3)C1)C2	i
O=C(Nc1ccccc1)Nc1nc(=O)c2ccccc2s1	i
CC(=O)NC(C)C(=O)NC(C)C1CC2CCC1C2 (stereo not given)	i
O=C(NN=Cc1c(O)[nH]c(=O)[nH]c1=O)C1CCCCC1	i
Cc1csc(=O)n1CC(=O)NC(C)C12CC3CC(CC(C3)C1)C2 (stereo not given)	i

High-throughput results from PubChem.
